APEX1 inh – blocks human APE1 abasic DNA cleavage; P27695; recombinant APE1, TAMRA/BHQ-2 abasic DNA cleavage fluorescence; Potency, µM (highest dose often 65.8 µM), for the others: top-dose activity change, negative = inhibition, most hits filed as inhibitors; 0.35% of 350,000 active; AID 2517;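 also: potency is read from the fitted curve at half-maximal effect; plate controls were vehicle for no effect and reference inhibitor for full effect; nearly all actives have a fitted effect of over 55% in size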
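APE1 at 0.75 nM preincubated 15 min at room temperature with compound. Reaction then started with 50 nM double-stranded THF-abasic substrate labelled with TAMRA/BHQ-2, and 525/598 nm fluorescence read kinetically. Activity taken as third-minus-first read difference, normalized to DMSO and NSC13755 controls.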
Pol beta inh – DNA polymerase beta (human) inhibition; P06746; Pol beta primer extension/strand displacement, fluorescence kinetic; Potency, µM (top dose mostly 114 µM), for inactives: at the top dose activity change, negative = inhibition, usual class: inhibitors; 1.3% of 340,000 active; also: potency is read from the fitted curve at half-maximal effect; % is scaled to controls: 0 for no effect and ±100 for the full control effect
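Pol beta (10 nM) was preincubated with compound for 15 min at room temperature. The reaction was then started with 50 nM substrate and read immediately and after a further 10 min at room temperature.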
POLH inh – inhibitors of human DNA polymerase eta. recombinant Pol eta, fluorescent DNA replication assay. Potency, µM (titrated, usually from 114 µM), for inactives: at the highest dose activity change, negative = inhibition, most hits filed as inhibitors. 1.2% of 390,000 active; also: potency is read from the fitted curve at half-maximal effect; % is scaled to controls: 0 for no effect and ±100 for the full control effect
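Pol eta (10 nM) was preincubated with compounds for 15 min at room temperature, after which fluorescent replication substrate (50 nM final) was added to start the reaction. Fluorescence was read kinetically at 0 and 10 min.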
POLK inh – blocks human DNA polymerase kappa activity; purified Pol kappa, fluorescent DNA synthesis assay, 10 min; Potency, µM (titrated, usually from 107 µM), for inactives: at the highest dose activity, negative = inhibition, actives largely listed as inhibitors; 0.53% of 400,000 active; AID 588579; Q9UBT6; also: potency is read from the fitted curve at half-maximal effect; % is scaled to controls: 0 for no effect and ±100 for the full control effect
Target sequence (Q9UBT6 whole entry, looked up): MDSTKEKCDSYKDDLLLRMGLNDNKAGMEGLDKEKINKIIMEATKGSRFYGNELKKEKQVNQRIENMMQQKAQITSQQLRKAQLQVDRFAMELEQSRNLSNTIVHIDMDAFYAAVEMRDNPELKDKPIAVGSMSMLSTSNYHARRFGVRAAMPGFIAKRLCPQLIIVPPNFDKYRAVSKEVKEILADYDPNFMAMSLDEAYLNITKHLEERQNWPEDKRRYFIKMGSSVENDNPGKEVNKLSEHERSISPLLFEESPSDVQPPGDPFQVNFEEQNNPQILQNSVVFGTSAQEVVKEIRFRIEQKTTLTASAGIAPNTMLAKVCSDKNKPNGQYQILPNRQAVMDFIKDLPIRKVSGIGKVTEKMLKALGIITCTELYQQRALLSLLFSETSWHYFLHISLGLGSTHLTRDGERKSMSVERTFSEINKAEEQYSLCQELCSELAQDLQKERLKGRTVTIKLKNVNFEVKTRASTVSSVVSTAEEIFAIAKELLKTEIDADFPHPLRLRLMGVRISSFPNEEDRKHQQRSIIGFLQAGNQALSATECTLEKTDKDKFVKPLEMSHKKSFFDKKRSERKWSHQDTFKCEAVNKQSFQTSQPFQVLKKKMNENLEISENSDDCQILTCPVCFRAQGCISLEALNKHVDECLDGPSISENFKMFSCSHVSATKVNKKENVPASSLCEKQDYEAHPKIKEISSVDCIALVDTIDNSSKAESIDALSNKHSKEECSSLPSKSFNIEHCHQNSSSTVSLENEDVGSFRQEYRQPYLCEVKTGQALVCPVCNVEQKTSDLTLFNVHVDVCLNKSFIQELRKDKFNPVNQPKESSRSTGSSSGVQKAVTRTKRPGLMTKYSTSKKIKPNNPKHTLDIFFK
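50 nM final substrate added after 15 min RT preincubation of 10 nM Pol kappa with compound; fluorescence read at 0 and 10 min.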
LDHA inh – LDHA (human) enzyme inhibition. P00338. purified LDHA, NADH/diaphorase-resazurin fluorescence; stronger effect = lower value. activity change, % (values are at about 110 or 230 µM). 0.15% of 480,000 active. AID 1347041; in the data active = activity change below about -30%; inconclusive = mostly about -25% to -30%;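 also: plate controls were DMSO wells for no effect and wells without enzyme for full effect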
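Enzyme activity of human lactate dehydrogenase 5 (2 nM; 0.06 mM NADH, 0.2 mM pyruvate, 5 min, RT) is measured via a resazurin/diaphorase fluorescence readout of residual NADH.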
Glioma ERSR ind – induces the endoplasmic reticulum stress response in human glioma cells | U87-MG GRP78 promoter luciferase reporter, 16 h | Potency, µM, without a hit: top-dose activation, most hits filed as activators | 0.02% of 420,000 active | AID 602332; also: potency is read from the fitted curve at half-maximal effect; series mostly up to about 76 µM; % of control where 0% means no effect; nearly all actives have a fitted effect of over 35% in size
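Stably transfected U87-MG glioma cells carrying a GRP78-based luciferase sensor; 16 h compound incubation. Luminescence end-point read 10 min after Bright-Glo addition at room temperature.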
POLI inh – inhibitors of human DNA polymerase iota; Q9UNA4; Pol iota fluorescent replication assay, 10 min; Potency, µM (doses to about 115 µM), without a hit: at the top dose activity, negative = inhibition, usual class: inhibitors; 1% of 390,000 active; also: potency is read from the fitted curve at half-maximal effect
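Pol iota at 10 nM preincubated 15 min with compounds at room temperature; reaction started with fluorescent substrate, 50 nM final. Fluorescence read kinetically at 0 and 10 min; buffer-only wells as negative control.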
Apoferritin bind – candidate novel general anesthetic via apoferritin binding; apoferritin/1-aminoanthracene competitive binding, fluorescence; P02791; Potency, µM (top dose mostly 77.5 µM), for the others: at the top dose activity change, negative = displacement, usual class: inhibitors; 0.074% of 350,000 active; also: potency is read from the fitted curve at half-maximal effect; % is scaled to controls: 0 for no effect and ±100 for the full control effect; nearly all actives have a fitted effect of over 20% in size
Target sequence (P02791 2-175 limits assumed): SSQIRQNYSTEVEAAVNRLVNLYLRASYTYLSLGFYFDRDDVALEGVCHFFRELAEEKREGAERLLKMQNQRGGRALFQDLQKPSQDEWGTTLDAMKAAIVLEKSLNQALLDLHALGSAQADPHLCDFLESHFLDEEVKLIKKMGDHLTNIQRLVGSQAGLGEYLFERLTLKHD
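Horse-spleen apoferritin (10 uM) in 50% saturated 1-aminoanthracene in PBS was incubated 10 min at room temperature with compound. Fluorescence (ex 380, em 535 nm) was normalized to free and bound 1-AMA, with concentration-response fitted by a four-parameter Hill equation.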
BLM helicase inh – inhibitors of human Bloom syndrome helicase BLM. P54132. Potency, µM (titrated, usually from 56.1 µM), for the others: top-dose activity change, negative = inhibition, actives largely listed as inhibitors. recombinant BLM DNA unwinding, fluorescence dequenching. 0.2% of 350,000 active;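 also: potency is read from the fitted curve at half-maximal effect; plate controls were vehicle for no effect and no enzyme for full effect; nearly all actives have a fitted effect of over 35% in size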
The depositor's hits bear a star; ? = inconclusive; · = not tested or not shown; [ ] = dose if it differs, or a comment. Unless noted, calls follow the shape of the dose curve; as a rule, active = well fitted curve in the direction sought with a large enough effect; inconclusive = small, poorly fitted or top-dose-only effect, or another doubt; inactive = no such curve, though single readings can be large; an effect the other way counts as inactive or inconclusive. A portion of the library; the hit share may differ from the screen's.

SMILES | APEX1 inh | Pol beta inh | POLH inh | POLK inh | LDHA inh | Glioma ERSR ind | POLI inh | Apoferritin bind | BLM helicase inh
O=C(NC1CCN(Cc2ccccc2)CC1)c1ccc(Cn2c(=S)[nH]c3ccc(N4CCOCC4)cc3c2=O)cc1 | 3% | 26% | -16% | -16% | -5 | 2% | 135%[activator] | -13% | -7%
COc1ccc(CCNC(=O)CNC(=O)c2nn(-c3ccc(OC)c(OC)c3)c(=O)c3ccccc23)cc1OC | 45%[activator] | 16% | -16% | -1% | -1 | -5% | 59%[activator] | -9% | -2%
CC1CCCCC1NC(=O)COC(=O)COc1ccc(Cl)cc1 (centres undefined) | 3% | 10% | 3% | -14% | -2 | -5% | 13% | ? | 0%
COCCn1c(-c2ccsc2)nc2c1c(=O)[nH]c(=O)n2CC(C)C | ? | 11% | -6% | -20% | -3 | -1% | -7% | -4% | -4%
CCCCNCCCOc1cccc(Cl)c1 | 3% | 1% | -6% | -7% | 3 | -4% | ? | -8% | -2%
O=C(CSCSCC(=O)NCC1CCCO1)NCC1CCCO1 (centres undefined) | 2% | -20% | -9% | 5% | 7 | -3% | 2% | -13% | -2%
O=C(C1CC(c2ccc(F)cc2)=NO1)N1CCCc2ccccc21 (centres undefined) | -3% | ? | -16% | -13% | 0 | 0% | 16% | ? | -2%
Cc1cc(NC(=O)CSc2nnc(-c3ccccc3F)n2N)no1 | 14% | · | ? | -12% | -5 | -4% | 14% | · | ·
CC(C)CC(NC(=O)C1CCC(C)CC1)C(=O)NCc1ccco1 (centres undefined) | 0% | 5% | -2% | 3% | 0 | 2% | 23% | -14% | -12%
C/C(CCN1CCCCc2nc(C)c(C)cc21)=N\OC[C@@H](O)[C@H]1O[C@@H]2OC(C)(C)O[C@@H]2[C@H]1O | 1% | -23% | · | · | · | · | · | 1% | -1%
COc1ccc2c(-c3ccc(SC)cc3)c(-c3ccc(S(C)(=O)=O)cc3)sc2c1 | -14% | · | -11% | -6% | -3 | -2% | 2% | · | ·
COc1cc(Br)c(C(C)NC(=O)c2ccccc2)cc1OC (centres undefined) | -6% | 13% | -9% | -4% | 5 | 3% | -7% | -9% | 2%
CC(=O)c1nnn(-c2ccc(Cl)cc2C#N)c1C | 16% | 6% | -7% | 3% | -2 | -9% | 46%[activator] | 9% | -5%
O=c1c(-c2cccs2)nc2cnc(N3CCNCC3)nc2n1C1CC1 | -4% | · | · | -2%[60.1 µM] | · | -4% | · | · | -6%
COc1ccc(-n2c(Cn3nnc4ccccc43)n[nH]c2=S)cc1 | -3% | 94% | -17% | -2% | -8 | -4% | 4% | -13% | 1%
CC(=O)N/C(N)=N/c1nc(=O)c2ccccc2s1 | 1% | 2% | -5% | -11% | -8 | 3% | -22% | 7% | 2%
COc1ccc(/C(O)=C2/C(=O)C(=O)N(CCN(C)C)C2c2cccnc2)cc1OC (centres undefined) | -2% | 19% | -11% | -11% | -5 | 0% | 7% | -9% | 2%
O=C(CCc1nc2ccccc2c(=O)[nH]1)N1CCN(S(=O)(=O)c2cccc([N+](=O)[O-])c2)CC1 | -25% | · | 6% | 4% | -7 | 1% | -12% | · | ·
COc1cccc(NC(=O)C2=C(C)C(=O)OC23CCN(C(C)=O)CC3)c1 | · | 19% | -10% | -20% | 2 | -3% | -5% | 0% | -1%
Cc1ccccc1OCC(=O)NCC(C)NC(=O)COc1ccccc1C (centres undefined) | · | · | · | -14% | -11 | -6% | -7% | · | ·
COc1cccc(C(CC(=O)NCCN2CCOCC2)NS(=O)(=O)c2ccc(C)cc2)c1OC (centres undefined) | 2% | -9% | -15% | -1% | -8 | -3% | 18% | 1% | 3%
CC(C)NC(=O)NC(=O)COC(=O)c1ccccc1Oc1ccccc1 | -4% | -5% | -7% | -26% | -5 | -2% | -3% | ? | 4%
O=c1[nH]c(C2CCN(S(=O)(=O)c3cccc(C(F)(F)F)c3)CC2)nc2c1nnn2Cc1cccc(F)c1 | 19% | ? | -21% | -5% | 1 | 1% | 45%[activator] | -22% | -10%
Cc1nn(Cc2c(F)c(F)c(F)c(F)c2F)c(C)c1NC(=O)c1ccc(COc2cc(Cl)ccc2Cl)cc1 | -5% | -1% | 1% | 4% | -2 | 3% | 0% | ? | 1%
O=S(=O)(c1ccccc1)N1CCC(c2ccncc2)CC1 | · | 16% | 4% | -4%[60.1 µM] | 3 | -8% | -4% | -10% | -1%
O=C(COc1ccccc1)Nc1nn[nH]n1 | -1% | 0% | -11% | 3% | 0 | -3% | -10% | 0% | -2%
Cc1ccc(C)c(S(=O)(=O)Nc2cccc(-n3cnnn3)c2)c1 | -6% | 51% | -2% | -2% | -10 | -5% | 2% | 2% | -1%
CC(NC(=O)c1ccc2c(c1)CCN2S(=O)(=O)c1ccccc1)c1ccccc1 (centres undefined) | · | 16% | 2% | 4% | 0 | 1% | -5% | -8% | -3%
CCCn1nc(NS(C)(=O)=O)c2cc3cccc(C)c3nc21 | 13% | 21% | -12% | -2% | -1 | -4% | 18% | -16% | -3%
Cc1coc2c(C)c3oc(=O)c(CCC(=O)N[C@@H](C)C(=O)N[C@@H](Cc4ccccc4)C(=O)O)c(C)c3cc12 | 13µM* | ? | 28µM* | ? | 0 | -1% | -12% | -10% | -6%
Cc1ccc(S(=O)(=O)NC(=O)c2ccccc2C)cc1 | 22% | 0% | -8% | -13% | -8 | -3% | -18% | -4% | 0%
COc1ccc(CN2CC(=O)N3[C@H]4c5cc(C)ccc5OC[C@@H]4[C@H](c4ccccc4)[C@]3(C)C2=O)cc1 | 4% | · | -11% | 4% | -2 | -3% | 14% | · | ·
Cc1ccc(-c2nn(-c3ccccc3)cc2C(=O)NN2CCN(C)CC2)cc1 | -2% | -1% | -14% | -1% | -1 | -4% | 50%[activator] | -3% | -4%
CN1CCN(c2ccc(S(=O)(=O)N3CCCCC3)cn2)CC1 | 2% | -2% | -17% | 6% | -2 | -5% | 7% | -13% | 0%
CCOc1ccccc1CNC(=O)c1cn(-c2ccc(OC)cc2)c(=O)c2ccccc12 | · | ? | -28% | 1% | 1 | -1% | 0% | 0% | -14%
CC1CCC(NC(=O)CCCn2sc3ccccc3c2=O)CC1 (centres undefined) | 6% | -24% | -14% | -9% | -2 | 6% | 9% | -15% | -2%
COc1cc(OC)c(C(=O)Nc2cccc3ccccc23)cc1OC | -9% | 6% | -4% | -3% | -4 | 5% | 6% | -13% | -5%
COc1cccc(Oc2cn[nH]c2-c2ccc(O)cc2O)c1 | -6% | -14% | -17% | -10% | 4 | 0% | 1% | -7% | -5%
CCCCn1c(SCC(=O)N2CC(=O)Nc3ccccc32)nnc1-c1ccoc1C | 3% | -1% | -8% | 0% | -2 | 4% | 11% | -6% | -4%
O=[N+]([O-])c1ccc(C(c2sc3nc(-c4ccco4)nn3c2O)N2CCC3(CC2)OCCO3)cc1 (centres undefined) | · | 6% | -9% | -5%[60.1 µM] | 2 | -3% | 22% | -4% | 1%
CCN(C[C@H]1N[C@@](C)(C(=O)OC)[C@H]2C(=O)N(C)C(=O)[C@@H]12)S(=O)(=O)c1ccc(F)cc1 | 16% | · | 2% | -15% | -4 | -1% | -15% | · | ·
CCNc1nc(NCC)nc(OCCNS(=O)(=O)c2cc(C)ccc2C)n1 | 1% | -18% | -7% | 0% | -7 | 1% | 10% | 1% | -2%
N/C(=N\O)c1ccccc1-n1cccc1 | -3% | 28% | -20% | -3% | -6 | -2% | 30% | 0% | -1%
CC(=O)Nc1ccc2c(c1Br)Cc1ccccc1-2 | · | · | 1% | -5% | -7 | 1% | 73%[activator] | · | ·
CCCNC(=O)Cn1c(SCc2ccccc2C)nc2ccncc21 | · | · | · | -9% | -6 | 1% | 25% | · | ·

Arranged by length of the SMILES (high to low): some entries from above.
SMILES | APEX1 inh | Pol beta inh | POLH inh | POLK inh | LDHA inh | Glioma ERSR ind | POLI inh | Apoferritin bind | BLM helicase inh
CCNc1nc(NCC)nc(OCCNS(=O)(=O)c2cc(C)ccc2C)n1 | 1% | -18% | -7% | 0% | -7 | 1% | 10% | 1% | -2%
CCCNC(=O)Cn1c(SCc2ccccc2C)nc2ccncc21 | · | · | · | -9% | -6 | 1% | 25% | · | ·
N/C(=N\O)c1ccccc1-n1cccc1 | -3% | 28% | -20% | -3% | -6 | -2% | 30% | 0% | -1%

Not a retest: entries from further up.
SMILES | APEX1 inh | Pol beta inh | POLH inh | POLK inh | LDHA inh | Glioma ERSR ind | POLI inh | Apoferritin bind | BLM helicase inh
COc1cc(OC)c(C(=O)Nc2cccc3ccccc23)cc1OC | -9% | 6% | -4% | -3% | -4 | 5% | 6% | -13% | -5%
COc1cccc(Oc2cn[nH]c2-c2ccc(O)cc2O)c1 | -6% | -14% | -17% | -10% | 4 | 0% | 1% | -7% | -5%
CCCCn1c(SCC(=O)N2CC(=O)Nc3ccccc32)nnc1-c1ccoc1C | 3% | -1% | -8% | 0% | -2 | 4% | 11% | -6% | -4%
O=[N+]([O-])c1ccc(C(c2sc3nc(-c4ccco4)nn3c2O)N2CCC3(CC2)OCCO3)cc1 (centres undefined) | · | 6% | -9% | -5%[60.1 µM] | 2 | -3% | 22% | -4% | 1%
CCN(C[C@H]1N[C@@](C)(C(=O)OC)[C@H]2C(=O)N(C)C(=O)[C@@H]12)S(=O)(=O)c1ccc(F)cc1 | 16% | · | 2% | -15% | -4 | -1% | -15% | · | ·
CCNc1nc(NCC)nc(OCCNS(=O)(=O)c2cc(C)ccc2C)n1 | 1% | -18% | -7% | 0% | -7 | 1% | 10% | 1% | -2%
N/C(=N\O)c1ccccc1-n1cccc1 | -3% | 28% | -20% | -3% | -6 | -2% | 30% | 0% | -1%
CC(=O)Nc1ccc2c(c1Br)Cc1ccccc1-2 | · | · | 1% | -5% | -7 | 1% | 73%[activator] | · | ·
CCCNC(=O)Cn1c(SCc2ccccc2C)nc2ccncc21 | · | · | · | -9% | -6 | 1% | 25% | · | ·

Compound activity deposited in PubChem by National Center for Advancing Translational Sciences (NCATS).
